Compound activity as filed in PubChem BioAssay.
MT1-MMP act inh: MT1-MMP (human) activation inhibition; P50281; HT1080 RFP-PRO-GFP cells, GFP/RFP ratio fluorescence, overnight; percent of plate control window, DMSO zero; GFP/RFP ratio change, % at 20 µM; 360,000 compounds, 0.061% hits;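 active means GFP/RFP ratio change of at least 30% with cell ATP level not reduced by more than half and red fluorescence within 50% of control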; further: strong numbers were not always called active
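Test system: HT1080 RFP-PRO-GFP cells; Benchmarks: DMSO and RFP-L50D-GFP cell wells; Timing: cells overnight before dosing, compound overnight, 37 °C, 5% CO2; Compound: one 20 µM compound dose with 1% DMSO; Read-out: GFP/RFP fluorescence ratio.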
bovine MsrA act: activates bovine MsrA enzyme; purified bovine MsrA, absorbance read-out; activation, % at 10.6 µM; AID 602163; 360,000 compounds, 0.3% hits; in the data active means activation above about 7.5%;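 further: 0% = vehicle and 100% = reference activator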
SKN-1 inh: blocks SKN-1 activity in C. elegans; 360,000 compounds, 0.49% hits; C. elegans VP596 Pgst-4::GFP/RFP ratio, acrylamide-induced, 24 h; inhibition, % at 21.8 µM; AID 624304;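 active means interference check ratio from 0.5 to 1.5 plus GFP to RFP signal ratio inhibition reaching or exceeding a fixed threshold, cut at about 30% in these data, passing the limit was not always enough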; further: some compounds called inactive have numbers as strong as hits
NRP1-CendR mod: NRP-1/CendR interaction modulation; 360,000 compounds, 0.85% hits; O14786; inhibition, % at 25 µM; FAM-RPARPAR peptide binding to NRP-1, fluorescence polarization;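 active means inhibition or corrected inhibition above about 18%, plus a signal ratio from 0.5 to 1.5, limit read from the data, passing the limit was not always enough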; further: strong numbers were not always called active
PABP1 MLLE inh: blocks PAM2 peptide binding to the PABP1 MLLE domain; GST-MLLE / FITC-PAM2 fluorescence polarization; 360,000 compounds, 0.36% hits; AID 588489; P11940; inhibition, % at 20 µM; in the data active means inhibition above about 35%, passing the limit was not always enough;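 further: plate controls were DMSO wells with GST-MLLE for no effect and wells lacking GST-MLLE protein for full effect; some results filed as inactive read as strong as hits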
MsrA inh: bovine MsrA inhibition. purified bovine MsrA, absorbance read-out. inhibition, % at 15.5 µM. 360,000 compounds, 0.75% hits; in the data active means inhibition above about 4.5%;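 further: 0% = vehicle wells with enzyme and 100% = reference inhibitor wells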
E coli Lon inh: inhibitors of E. coli Lon protease. P0A9M0. purified E. coli Lon protease, fluorescence polarization. inhibition, % at 7.94 µM. 360,000 compounds, 0.42% hits. AID 602123; in the data active means inhibition above about 13%, passing the limit was not always enough;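 further: 0% = enzyme with probe and DMSO and 100% = no enzyme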
TbMetRS inhib: blocks T. brucei methionyl-tRNA synthetase activity; 360,000 compounds, 0.4% hits; purified T. brucei MetRS, ATP depletion, Kinase-Glo luminescence; inhibition, % at 11.9 µM;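 active means inhibition above a per-plate cutoff of the control wells' mean inhibition plus 3 SD, cut at about 5.5% in these data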;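 further: 0% = DMSO wells median and 100% = median of wells with control inhibitor compound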
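Test system: purified T. brucei MetRS enzyme. Also added: ATP, methionine and E. coli bulk tRNA substrates. Compound: 11.9 µM single point. Schedule: 15 min enzyme-compound preincubation, 2 h reaction, 10 min detection, 25 °C. Signal: luciferase luminescence of residual ATP, Kinase-Glo. Evaluation: percent inhibition versus plate control medians. Controls: DMSO wells, low control.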
FAS TE block: inhibitors of human fatty acid synthase thioesterase domain; P49327; recombinant FAS-TE, OMFH fluorogenic substrate, fluorescence endpoint; inhibition, % at 15 µM; 360,000 compounds, 0.67% hits;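 active means compounds whose normalised, plate-corrected inhibition of enzyme fluorescence in the single-dose primary screen is 50% or more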;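 further: 0% = DMSO with enzyme and 100% = substrate without enzyme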
Numbers without * were called inactive; x = not tested or not shown.

[1] OCCCNc1ncnc2c1ncn2[C@H]1CN(C2CCCC2)C[C@@H](CO)O1
[2] COc1cc(CC2C(=O)OCC2C(=O)c2ccc3c(c2)OCO3)cc(OC)c1OC (stereo not given)
[3] COc1ccc(CCNC(=O)CCNS(=O)(=O)c2cccc3nonc23)cc1OC
[4] CC1(C(=O)O)CCC(C(=O)Nc2ccccc2O)C1(C)C (stereo not given)
[5] COc1cc(NC(=S)NCCc2ccc(S(N)(=O)=O)cc2)c(OC)cc1Cl
assay / entry,1,2,3,4,5
MT1-MMP act inh,5,6,4,-2,-5
bovine MsrA act,-1,-3,-1,-8,-1
SKN-1 inh,7,-7,5,-25,-3
NRP1-CendR mod,-6,10,-2,-13,10
PABP1 MLLE inh,6,4,3,2,31
MsrA inh,0.6,0.7,0.2,0.1,-0.8
E coli Lon inh,-4,-7,-1,1,-5
TbMetRS inhib,-0.3,-0.3,0.3,-1.3,0.5
FAS TE block,-6,-7,-5,-11,-4

Fetched one by one from the entries so far (four):
[4] CC1(C(=O)O)CCC(C(=O)Nc2ccccc2O)C1(C)C (stereo not given)
[2] COc1cc(CC2C(=O)OCC2C(=O)c2ccc3c(c2)OCO3)cc(OC)c1OC (stereo not given)
[3] COc1ccc(CCNC(=O)CCNS(=O)(=O)c2cccc3nonc23)cc1OC
[5] COc1cc(NC(=S)NCCc2ccc(S(N)(=O)=O)cc2)c(OC)cc1Cl
assay / entry,4,2,3,5
MT1-MMP act inh,-2,6,4,-5
bovine MsrA act,-8,-3,-1,-1
SKN-1 inh,-25,-7,5,-3
NRP1-CendR mod,-13,10,-2,10
PABP1 MLLE inh,2,4,3,31
MsrA inh,0.1,0.7,0.2,-0.8
E coli Lon inh,1,-7,-1,-5
TbMetRS inhib,-1.3,-0.3,0.3,0.5
FAS TE block,-11,-7,-5,-4

Following part.
[6] CCCOC(=O)CCc1n[nH]c(=O)[nH]c1=O
[7] CCC1=C(OC(=O)N(CC)CC)N2C(=O)OC(=NCc3ccccc3)[C@]2(C)[C@H]2C1=CC[C@H]1C(=O)N(CC)C(=O)[C@H]12
[8] Cc1c(C=Nc2ccc(S(=O)(=O)CCO)cc2)c(O)[nH]c(=O)c1C#N
[9] COc1ccccc1-c1c(C)oc2c(CN3CCCC(C)C3)c(O)ccc2c1=O (stereo not given)
[10] CC(Oc1ccc(F)cc1)c1nnc(SCC(=O)N(c2ccccc2)C2CCS(=O)(=O)C2)o1 (stereo not given)
assay / entry,6,7,8,9,10
MT1-MMP act inh,-1,1,-4,1,8
bovine MsrA act,-1,6,-10,-3,-12
SKN-1 inh,15,-1,-4,6,-2
NRP1-CendR mod,1,10,-4,5,5
PABP1 MLLE inh,5,-2,11,14,-11
MsrA inh,0.6,-0.2,4.5,1.4,1.4
E coli Lon inh,-2,-2,2,-5,-4
TbMetRS inhib,-0.2,0.0,-1.0,-0.3,0.1
FAS TE block,-4,8,-4,-5,-1

[11] Cc1cccc(C)c1NC(=O)CN(c1ccccn1)S(=O)(=O)c1ccc(F)cc1
[12] COc1cc(/C=N/NC(=O)c2ccncc2)ccc1OC(=O)c1ccccc1Cl
[13] CC(CCc1ccccc1)NC(=O)c1ccccc1C(=O)O (stereo not given)
[14] CCc1ccc(S(=O)(=O)NC(CC(=O)O)c2ccccc2)cc1 (stereo not given)
[15] O=C(N/N=C/c1ccccc1)c1cc(-c2ccc3c(c2)OCO3)n[nH]1
assay / entry,11,12,13,14,15
MT1-MMP act inh,-3,-1,-1,1,6
bovine MsrA act,-5,-2,-1,1,-3
SKN-1 inh,4,-4,-1,0,-2
NRP1-CendR mod,-8,-3,10,0,-2
PABP1 MLLE inh,1,0,9,1,10
MsrA inh,0.0,0.4,0.2,-0.6,0.5
E coli Lon inh,-4,-15,-11,-6,-1
TbMetRS inhib,-0.8,0.3,0.4,-1.5,-0.5
FAS TE block,-4,1,-4,-6,-1

[16] NC(=O)NC(=O)COC(=O)CNS(=O)(=O)c1ccc(F)c(F)c1F
[17] Cc1nc(N/N=C/c2ccc(O)cc2O)cc(N2CCOCC2)n1
[18] CCOc1ccc(S(=O)(=O)NCCC(=O)NCc2ccncc2)cc1
[19] Cc1c(C(=O)N2CCOCC2)sc(NC(=O)c2ccc([N+](=O)[O-])cc2)c1C#N
[20] CCn1ncc(/C=C/C(=O)Nc2c(C)nn(Cc3ccc(Cl)cc3Cl)c2C)c1C
assay / entry,16,17,18,19,20
MT1-MMP act inh,1,8,-1,3,14
bovine MsrA act,-1,-4,-3,-3,-1
SKN-1 inh,2,-9,10,6,8
NRP1-CendR mod,-12,16,3,-2,-1
PABP1 MLLE inh,-10,1,1,6,4
MsrA inh,-1.2,4.8*,-0.9,0.0,-0.1
E coli Lon inh,-13,3,7,6,-1
TbMetRS inhib,0.1,0.1,-0.1,-0.5,0.2
FAS TE block,-2,-2,-7,0,2

[21] CCn1cnc2c1c(=O)n(CC(=O)N1CCc3ccccc31)c(=O)n2Cc1ccccc1
[22] C=CCSc1nnc(NC(=O)CCNC(=O)c2ccccc2Cl)s1
[23] CCN(CC(=O)Nc1cc(OC)ccc1OC)Cc1nc2ccccc2c(=O)[nH]1
[24] O=C(N/N=C\c1ccccc1F)c1ccc(-c2ccccc2)cc1
[25] Cc1cc(C)n2nc(C(=O)Nc3ccc(S(=O)(=O)N(C)C)cc3)nc2n1
assay / entry,21,22,23,24,25
MT1-MMP act inh,1,4,-2,2,-2
bovine MsrA act,-7,-2,-3,-2,-4
SKN-1 inh,16,15,3,6,-4
NRP1-CendR mod,-8,-4,-18,-2,3
PABP1 MLLE inh,-31,-16,3,10,7
MsrA inh,0.1,-0.6,-0.5,0.8,0.5
E coli Lon inh,1,-5,7,-5,3
TbMetRS inhib,-0.4,-0.1,-0.6,0.1,-0.4
FAS TE block,9,-10,-1,-1,-4

[26] COc1ccc(N(CC(=O)NCc2ccc3c(c2)OCO3)S(=O)(=O)c2c(C)nn(C)c2C)cc1
[27] CC1CCN(S(=O)(=O)c2ccc(C(=O)Nc3nnc(-c4ccco4)o3)cc2)CC1
[28] Cc1nn(CCO)c2ncc(C(=O)c3cc(F)ccc3O)cc12
[29] CCOC(=O)CC[C@H](NC(=O)Cn1cnc2c(NCc3ccccc3)ncnc21)C(=O)OCC
[30] CC1(C(=O)NCc2cccs2)Cc2c(-c3ccccc3)ccnc2O1 (stereo not given)
assay / entry,26,27,28,29,30
MT1-MMP act inh,3,-6,1,3,-3
bovine MsrA act,-4,-12,-3,-7,1
SKN-1 inh,-18,-19,0,-5,-3
NRP1-CendR mod,-8,-17,1,-9,13
PABP1 MLLE inh,-11,2,-14,-2,-5
MsrA inh,-0.8,1.0,0.6,-1.6,-0.2
E coli Lon inh,-9,-12,-11,-8,-1
TbMetRS inhib,-0.6,-1.4,0.4,0.4,-0.3
FAS TE block,-8,1,-3,-14,4

[31] CC1(C)CC(=O)C2=C(C1)NC(=O)CC2c1cc2c(cc1Br)OCO2 (stereo not given)
[32] CCS(=O)(=O)c1nc(S(=O)(=O)c2ccc(C)cc2)c(NCCCN2CCOCC2)s1
[33] COc1ccc(C(=O)Nc2ccccc2C(=O)N(Cc2ccco2)C(C(N)=O)C(C)C)cc1 (stereo not given)
[34] CCC(C(=O)Nc1ccc2c(c1)OCCO2)n1c(=O)[nH]c2ccccc2c1=O (stereo not given)
[35] Cc1ccc(OCc2ccccc2C)c([N+](=O)[O-])n1
assay / entry,31,32,33,34,35
MT1-MMP act inh,-2,0,-5,2,4
bovine MsrA act,-11,-3,-1,-2,-6
SKN-1 inh,-31,-6,1,16,5
NRP1-CendR mod,-4,11,-33,-2,-7
PABP1 MLLE inh,-13,5,-7,-5,20
MsrA inh,2.3,2.0,1.3,-1.6,0.2
E coli Lon inh,-7,1,-7,-2,0
TbMetRS inhib,-1.4,-0.1,-0.3,0.9,-0.5
FAS TE block,-7,-5,-10,-5,7

[36] CC(=O)N(c1cccc(C(F)(F)F)c1)c1nc(/C=C/C(=O)O)cs1
[37] O=C(CSc1nnc(-c2ccccc2)n1-c1ccccc1)c1ccc[nH]1
[38] CCO[C@@H]1OC(C(=O)Nc2ccccc2)=C[C@H](c2ccc3c(c2)OCO3)[C@H]1CCCO
[39] CCOC(=O)C(N)CSC1CC(=O)N(c2ccc(OC)cc2)C1=O (stereo not given)
[40] CN(C)S(=O)(=O)c1cc(NC(=O)COC(=O)Cc2ccc(Br)cc2)ccc1Cl
assay / entry,36,37,38,39,40
MT1-MMP act inh,1,3,0,-2,2
bovine MsrA act,-2,-4,0,-3,-2
SKN-1 inh,-1,4,13,10,-5
NRP1-CendR mod,-3,5,13,-4,-2
PABP1 MLLE inh,-16,-29,-4,29,-7
MsrA inh,0.7,-0.4,0.4,-0.1,1.5
E coli Lon inh,-2,12,3,-4,-1
TbMetRS inhib,-0.1,-0.5,0.5,-0.7,1.4
FAS TE block,-2,-8,32,-1,6

[41] COc1ccc(OC)c(NC(=O)C2CC(=O)N(CCc3ccc(F)cc3)C2)c1 (stereo not given)
[42] Cc1oc2ccc(OC(=O)N3CCOCC3)cc2c1C(=O)OC(C)C
[43] COc1ccc(Cl)cc1N1C(=O)CC(N2CCN(S(=O)(=O)c3ccccc3F)CC2)C1=O (stereo not given)
[44] CC(=O)Nc1ccc(N2C(=O)CC(Sc3nccc(C)n3)C2=O)cc1 (stereo not given)
[45] CCOC(=O)CN(C(=O)CSc1nnc2c(n1)[nH]c1ccc(OC)cc12)c1ccc(F)cc1
assay / entry,41,42,43,44,45
MT1-MMP act inh,1,-7,1,3,0
bovine MsrA act,-2,-3,1,-11,-2
SKN-1 inh,-10,5,10,-12,3
NRP1-CendR mod,-4,6,-6,6,-5
PABP1 MLLE inh,19,-5,1,20,-12
MsrA inh,x,-1.2,-0.4,0.8,0.1
E coli Lon inh,-16,-7,-10,-18,-8
TbMetRS inhib,-0.4,-1.1,0.0,-1.9,0.8
FAS TE block,-6,-4,3,-9,9

[46] COC(=O)c1ccc(C[n+]2ccccc2)cc1
[47] COc1cc(/C=C/C(=O)N2CCN(Cc3ccccc3)CC2)cc(OC)c1OC
[48] CCOCCCNC(=O)c1cc(-c2ccc(Br)s2)nc2ccccc12
[49] CC(C)(C)C(=O)Nc1cc(NC(=O)C(C)(C)C)cc(C(=O)Nc2c[nH]c(=O)[nH]c2=O)c1
[50] O=S(=O)(Nc1ccc2c(c1)nc1n2CCN(Cc2ccccc2)C1)c1ccc(F)cc1
assay / entry,46,47,48,49,50
MT1-MMP act inh,6,0,2,-3,0
bovine MsrA act,-9,0,-2,-2,-5
SKN-1 inh,-4,13,11,8,16
NRP1-CendR mod,0,12,-19,-1,-37
PABP1 MLLE inh,-4,8,-19,5,-18
MsrA inh,-0.6,-0.2,0.6,-1.0,2.3
E coli Lon inh,3,-14,-17,1,0
TbMetRS inhib,-1.3,-0.6,-0.4,0.1,-0.8
FAS TE block,1,-4,-3,-6,-2
